# Screens deposited in PubChem by several laboratories.
# Mdm2 ligase inh: inhibitors of human Mdm2 E3 ubiquitin ligase | Q00987 | cell-based MDM2 ubiquitination luciferase reporter, 2 h; 0 = plate control, 100 = twice control, blank-subtracted | signal enhancement, % at 5 µM | 0.11% of 210,000 active | AID 1230;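 active = signal enhancement of 30% or more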;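 also: luminescence tracks abundance of the self-degrading MDM2-luciferase fusion protein; higher signal means inhibition of MDM2 E3 ligase activity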
# Target sequence (Q00987 whole entry, looked up, the tested form may be a part): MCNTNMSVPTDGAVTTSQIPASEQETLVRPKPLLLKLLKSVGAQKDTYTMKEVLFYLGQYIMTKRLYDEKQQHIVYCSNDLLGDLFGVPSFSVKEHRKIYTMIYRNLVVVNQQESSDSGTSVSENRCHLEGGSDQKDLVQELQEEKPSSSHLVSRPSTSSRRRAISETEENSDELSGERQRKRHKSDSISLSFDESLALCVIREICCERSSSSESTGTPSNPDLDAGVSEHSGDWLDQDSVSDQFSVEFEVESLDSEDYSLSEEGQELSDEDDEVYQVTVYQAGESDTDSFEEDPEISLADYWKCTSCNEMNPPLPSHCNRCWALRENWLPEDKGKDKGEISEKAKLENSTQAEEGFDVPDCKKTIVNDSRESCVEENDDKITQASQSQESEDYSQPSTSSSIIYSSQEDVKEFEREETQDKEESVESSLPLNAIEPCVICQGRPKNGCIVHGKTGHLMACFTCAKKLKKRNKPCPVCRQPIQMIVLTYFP
#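 Buffer or medium: Cells held in DMEM | Assay system: Stable mammalian line carrying autodegrading MDM2–luciferase fusion reporter | Quantity: 2000 cells/well | Times: 4 h settle plus 2 h compound, 37 °C | Doses: One concentration, 5 µM, with 0.2% DMSO | Technique: Luminescence with SteadyLite reagent, 15 min at room temperature | Benchmarks: Plate controls and plate blanks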
# EBV gp42 inh: inhibitors of Epstein-Barr virus glycoprotein 42; inhibition, % (tested at 21.74 µM); Fluorescence polarization binding assay, mP read-out; 0.42% of 220,000 active; Q1HVG2; in the data active = inhibition above about 50%
# Target sequence (Q1HVG2 whole entry, looked up): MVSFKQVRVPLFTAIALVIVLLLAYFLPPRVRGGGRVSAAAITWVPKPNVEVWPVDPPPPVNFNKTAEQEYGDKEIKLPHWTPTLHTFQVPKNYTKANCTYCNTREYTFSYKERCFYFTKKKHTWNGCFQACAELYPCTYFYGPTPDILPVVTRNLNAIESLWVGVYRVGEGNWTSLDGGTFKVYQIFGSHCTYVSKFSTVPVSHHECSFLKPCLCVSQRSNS
# KCC2 mod: modulates chloride dependent transport by human KCC2. Q9H2X9. KCC2 cells, thallium flux FluoZin-2 fluorescence. B-score of Tl+ flux slope (higher = more flux/activation; lower = inhibition) at 10 µM. 2.2% of 190,000 active. AID 1456;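 active = thallium flux slope and its plate-corrected score both differing from the plate sample mean at a set confidence after two filtering rounds, in either direction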;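 also: slope of fluorescence scaled to starting intensity during 10 to 20 s after thallium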
# eIF4E 4G PPI: blocks eIF4E binding to eIF4G. P63073+Q04637. TR-FRET eIF4E-eIF4GI(517-606) binding, 2 h. inhibition, % at 21.7 µM. 0.37% of 220,000 active. AID 782;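 active = inhibition above about 30%, limit read from the data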;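 also: 0% = full FRET control wells and 100% = background wells lacking eIF4GI fragment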
# Rad51 HR inh: Rad51 (human) homologous recombination inhibition; inhibition, % at 10 µM; hRad51 DNA strand exchange, fluorescence dequenching; Q06609; 0.085% of 200,000 active;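 active = inhibition above 40% at the single screening dose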;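 also: 0% = DMSO control wells and 100% = blanks with heterologous ssDNA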
# Target sequence (Q06609 whole entry, looked up): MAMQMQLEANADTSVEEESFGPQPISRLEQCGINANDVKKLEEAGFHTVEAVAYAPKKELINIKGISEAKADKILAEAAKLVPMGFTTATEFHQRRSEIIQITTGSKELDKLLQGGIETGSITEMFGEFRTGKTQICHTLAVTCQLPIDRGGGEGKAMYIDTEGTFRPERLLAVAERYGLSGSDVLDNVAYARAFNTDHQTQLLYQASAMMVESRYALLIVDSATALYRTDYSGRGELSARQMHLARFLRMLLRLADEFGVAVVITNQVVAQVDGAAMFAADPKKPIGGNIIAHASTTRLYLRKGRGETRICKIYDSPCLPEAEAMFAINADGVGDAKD
#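 Test system: preformed human Rad51 ssDNA filaments; also added: Donor/quencher-labelled 47-bp dsDNA substrate; doses: 10 µM final, single point; times: 37 °C 15-min filament assembly, 30-min compound preincubation, 15-min exchange; detection: FRET fluorescence dequenching, excitation 485 nm, emission 520 nm; read-out basis: Fluorescence-based percent inhibition, control- and blank-normalised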
# m-calpain inh: blocks pig calpain II enzyme activity; purified calpain II, fluorogenic peptide substrate, 30 min; inhibition, % at 16 µM; 0.37% of 220,000 active;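 active = inhibition above about 50%, limit read from the data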
# PERK inh: blocks human PERK kinase; Q9NZJ5; CHO PERK-DD fusion, SEAP luminescence translation reporter; inhibition, % at 5.6 µM; 0.17% of 220,000 active;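 active = inhibition above the mean inhibition of all tested compounds plus 3 SD, set separately per screening campaign, cut at about 2.9% in these data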;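 also: PERK kinase domain activated by AP20187 dimerizer at 100 nM; 0% = DMSO with dimerizer and 100% = rapamycin at 8.4 µM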
# TNF death inh: inhibitors of TNF-alpha induced necroptosis in Jurkat FADD-/- cells; Jurkat FADD-/- TNF necroptosis rescue, ATP luminescence, 24 h; 0 = TNF only, 100 = no-TNF cells; activation (protection from cell death), % at 10 µM; 0.068% of 220,000 active; AID 463075;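 active = activation, meaning protection from cell death, of at least 50% relative to plate controls; inactive = activation below 50%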;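 also: necroptosis triggered by 40 ng/mL TNF-alpha added together with compound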
# L929 necroptosis: blocks zVAD induced death of L929 cells. L929 zVAD necroptosis rescue, ATP luminescence, 24 h; with zVAD 60 µM. viability rescue, % at 10 µM. 0.38% of 220,000 active. AID 1377;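 active = activation, scaled between plate controls, above about 75%, limit read from the data; inactive = activation under that limit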;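 also: 0% = zVAD with DMSO and 100% = DMSO alone without zVAD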
# Numbers without * were called inactive; . = not tested or not shown; [ ] = remark or other dose. The order is random; overall some 3.6% were active at least once.
SMILES,Mdm2 ligase inh,EBV gp42 inh,KCC2 mod,eIF4E 4G PPI,Rad51 HR inh,m-calpain inh,PERK inh,TNF death inh,L929 necroptosis
COc1cccc(/C=N/NC(=O)c2c(C)nc3ccc(Br)cn23)c1,-7,-2,0.44,2,-6,-10,1.5,1.5,7.3
CCS(=O)(=O)c1ccc(Sc2nncn2C)c([N+](=O)[O-])c1,12,-20,1.1,-1,-2,-15,1.1,-0.8,-1.2
CC(C)c1ccccc1N1CC(C(=O)O)CC1=O (configuration not stated),-18,-30,0.51,3,0,-6,0.8,-0.6,2.9
CCC1=NN(C(=O)CCc2ccccc2O)C(O)(C(F)(F)F)C1 (configuration not stated),-6,-20,-0.4,-4,7,8,0.3,0.8,0.1
O=C(C1CCCCC1)N1CCC(c2nc3ccccc3[nH]2)CC1,-25,-1,0.25,10,2,4,0.2,-1.6,1.4
COc1c(OC)c(O)c2c(=O)c(O)c(-c3ccccc3)oc2c1OC,-4,-12,52*,-6,5,7,0.8,0.3,0.8
O=C(Cc1ccccc1)NC(NCCCN1CCOCC1)(C(F)(F)F)C(F)(F)F,-10,5,.,7,8,-39,1.1,0.8,0.8
CCc1cccc(C)c1NC(=O)CCCSc1nc2ccccc2s1,-16,-22,.,4[fluorescence artefact?],-29,7,-0.8,0.4,-0.6
COc1cccc(NC(=O)CCSc2ccc(C)cc2)c1,7,7,-1.5,5[fluorescence artefact?],-2,-1,0.1,0.8,1.1
CCCCNC(=O)C1CCN(C/C(C)=C/c2ccccc2)CC1,-12,-9,-1.2,-2,1,11,-1.0,0.4,0.1
CCOc1ccc(/C=C\C(C)=N\O)cc1,-21,-20,.,-7,-2,6,1.7,7.7,99*
NC(Cc1c[nH]c2ccccc12)C(=O)NCc1ccco1 (configuration not stated),0,-25,-0.55,4,0,-20,0.6,0.3,8.6
Cc1cc(C)c(S(=O)(=O)NCC2CCC(C(=O)NCCCN3CCOCC3)CC2)c(C)c1 (configuration not stated),-15,-6,-2.4,7,4,-18,0.8,1.1,-1.2
Cc1cc(C(=O)NCc2cccnc2)no1,3,-14,-0.16,1,10,0,0.9,2.9,1.3
CCC(C)N1CNc2c(c(=O)[nH]c(=S)n2-c2cccc(C)c2)C1 (configuration not stated),3,-8,1.1,2,.,-21,1.8,0.6,-0.1
Cc1ccc(C(=O)CSC2=C(C#N)C(c3ccco3)C3=C(CC(C)(C)CC3=O)N2)cc1 (configuration not stated),-12,-21,.,-43,1,-273,-0.9,-3.5,-0.7
OCc1nnn(-c2cccc(C(F)(F)F)c2)c1CO,3,-11,0.19,3,0,-12,0.3,0.2,0.5
Cc1ncc(CSc2nc3ccccc3[nH]2)c(N)n1,-5,-12,-0.44,-5,-4,-20,-1.0,-0.4,-0.2
O=C(COC(=O)c1cc([N+](=O)[O-])ccc1NCCO)Nc1ccc2c(c1)OCO2,.,8,2.7,-1,.,-39,0.7,0.2,0.1
Cc1ccc(NC(=O)CC2SC(=O)N(c3ccccc3)C2=O)cc1 (configuration not stated),1,-8,-0.72,2,2,-14,0.2,-1.4,0.0

# 3 compounds picked at random from the list so far:
SMILES,Mdm2 ligase inh,EBV gp42 inh,KCC2 mod,eIF4E 4G PPI,Rad51 HR inh,m-calpain inh,PERK inh,TNF death inh,L929 necroptosis
O=C(COC(=O)c1cc([N+](=O)[O-])ccc1NCCO)Nc1ccc2c(c1)OCO2,.,8,2.7,-1,.,-39,0.7,0.2,0.1
CC(C)c1ccccc1N1CC(C(=O)O)CC1=O (configuration not stated),-18,-30,0.51,3,0,-6,0.8,-0.6,2.9
COc1c(OC)c(O)c2c(=O)c(O)c(-c3ccccc3)oc2c1OC,-4,-12,52*,-6,5,7,0.8,0.3,0.8

# 3 structures from above, arranged by SMILES length, lowest first.
SMILES,Mdm2 ligase inh,EBV gp42 inh,KCC2 mod,eIF4E 4G PPI,Rad51 HR inh,m-calpain inh,PERK inh,TNF death inh,L929 necroptosis
CCS(=O)(=O)c1ccc(Sc2nncn2C)c([N+](=O)[O-])c1,12,-20,1.1,-1,-2,-15,1.1,-0.8,-1.2
O=C(COC(=O)c1cc([N+](=O)[O-])ccc1NCCO)Nc1ccc2c(c1)OCO2,.,8,2.7,-1,.,-39,0.7,0.2,0.1
Cc1cc(C)c(S(=O)(=O)NCC2CCC(C(=O)NCCCN3CCOCC3)CC2)c(C)c1 (configuration not stated),-15,-6,-2.4,7,4,-18,0.8,1.1,-1.2

# Next entries follow:
SMILES,Mdm2 ligase inh,EBV gp42 inh,KCC2 mod,eIF4E 4G PPI,Rad51 HR inh,m-calpain inh,PERK inh,TNF death inh,L929 necroptosis
COc1ccc([N+](=O)[O-])cc1N(CC(O)Cn1nnc2ccccc21)S(=O)(=O)c1ccc(C)cc1 (configuration not stated),-9,-9,-2.8,0,5,4,-0.8,-4.5,-0.4
Cc1cc(C)n(CCC(=O)N/N=C/c2c(O)ccc3ccccc23)n1,.,-10,-1.4,-5,3,-26,0.8,-13,11
O=C(CNC(=O)C1COc2ccccc2O1)N/N=C\c1ccc(Cl)cc1 (configuration not stated),-14,-6,-2.2,-2,26,15,0.3,1.2,1.4
COC(=O)c1sc(=S)n(-c2ccc(Cl)cc2)c1C,-10,-7,.,-8,-7,41,-1.4,-0.7,-0.6
CCCN(CCC)S(=O)(=O)c1ccc(C(=O)Nc2nnc(-c3cc(OC)cc(OC)c3)o2)cc1,-1,-19,10*,-3,.,-140,0.9,-11,0.9
C[C@H](NC(=O)OCc1ccccc1)C(=O)NNC(=O)[C@H](C)NC(=O)OCc1ccccc1,-3,-17,-0.047,-2,-3,-16,.,1.3,-0.1
CC(C)CN(CC(C)C)S(=O)(=O)N1CCC(C(=O)NCc2ccc3c(c2)OCO3)CC1,-24,8,0.23,-3,-2,23,0.8,-1.6,1.5
COc1ccc(-c2n[nH]c(=S)n2/N=C/C=C/c2ccccc2OC)cc1,-10,-15,0.92,-6,3,-18,0.8,1.2,1.5
COC(=O)Cn1c(=O)sc2ccccc21,-9,-13,.,5,1,32,1.5,0.1,0.4
COC(=O)c1ccccc1OCCCOc1ccc(C=O)cc1OC,-4,-4,0.84,9,0,0,0.7,-4.3,0.1
COc1ccc(O)c(/C=N/Nc2nc3ccccc3[nH]2)c1,-11,1,-1.7,-1,10,15,0.8,20,22
Cc1nn2c(-c3ccco3)nnc2c2ccccc12,-18,-2,0.0084,5,6,-5,-0.4,-4.6,0.5
Cc1nc(SCC(=O)Nc2ccccc2)c2oc3ccccc3c2n1,-8,-14,-0.16,-120[fluorescence artefact?],-3,46,0.9,-2.5,0.2
O=C1c2ccccc2C(=O)N1CCCOc1ccccc1,-5,-4,0.67,-2,0,34,0.3,0.7,.
COc1ccc2nc(N=Nc3ccc(O)c4ccccc34)sc2c1,-15,3,18*,-6,-5,-76,1.2,-11,50
COc1nc(OC)nc(N2CCC(NC(=O)C(Cc3cccc(OC)c3OC)NC(C)=O)CC2)n1 (configuration not stated),.,-10,-0.075,-7,-3,15,0.4,-0.1,0.3
C/C=C/C(=O)Nc1ccc(N2CCN(c3ccc(C(F)(F)F)cn3)CC2)nc1,.,-18,-0.11,-2,20,-17,1.2,-0.4,-1.2
O=C(O)CCc1nc2ccccc2c(=O)[nH]1,-15,-13,0.36,0,5,9,0.6,0.7,-0.6
Cc1cc2oc(=O)cc(C)c2cc1NC(=O)CCl,-10,-5,0.36,0,17,-10,2.1,7.1,-0.9
CCn1c(C)c(C(C)=O)c(N2CCCCC2)nc1=S,3,3,.,0,-10,-9,1.1,0.3,-0.5
COc1ccccc1N1CC(C)(C)C(=O)N(C(=O)c2c(F)cccc2Cl)C1=S,-8,-10,0.35,3,4,-4,1.0,1.8,-0.1
CCOC(=O)C1CCN(C(=O)COC(=O)c2cccc(F)c2)CC1,-11,-3,0.014,-5,10,44,-0.1,0.8,0.3
CCOC(=O)c1ccc(NC(=O)C(=O)NCc2ccncc2)cc1,-5,-18,.,0[fluorescence artefact?],3,-8,2.1,-5.3,-0.1
O=C1C(=O)N(C2CCCC2)C(=O)N1Cc1c(F)cccc1Cl,-9,-22,0.82,4,11,13,-0.1,1.8,0.0
COc1ccc(N2C(=O)CC(N3CCN(c4ccccc4F)CC3)C2=O)cc1 (configuration not stated),-12,0,0.28,4,-2,-9,-0.4,0.0,0.9
CC(NC(=O)C1CCC1)c1ccccc1 (configuration not stated),-8,-2,1.7,-1,-6,-44,1.2,-1.2,0.3
O=C(Nc1ccccc1C(=O)N/N=C/c1ccco1)c1ccc(Cl)cc1,-10,8,11*,10,.,8,-0.5,-2.9,1.5
O=C(c1ccc2c(c1)N(Cc1ccccc1F)C(=O)c1ccccc1S2)N1CCOCC1,-4,-7,-1.4,-7,13,-6,-0.7,4.7,1.0
Cc1ccccc1C(=O)NC1CCN(C(=O)N(c2ccccc2)c2ccccc2)CC1,-6,-28,0.64,-1,4,0,0.0,-1.0,0.6
Cc1ccc(C(=O)Nn2c(O)c(C=C3N=c4ccccc4=N3)sc2=S)cc1,-12,61*,.,-3,-5,13,0.5,-8.9,0.1
CCN1CCN(c2ccc(NC(=O)c3cccc(F)c3)cc2Cl)CC1,-4,-17,0.52,-2,0,-14,0.2,7.1,68
Cc1cc(NCCOCCO)n2ncc(-c3ccc(Cl)cc3)c2n1,-30,-1,-0.16,5,-5,-84,-0.3,-12,66
OC1(CN2CCOCC2)C2CN3CCN(C2)CC1(c1ccccc1)C3 (configuration not stated),2,0,.,-1,-3,-10,-0.7,0.0,0.9
COc1ccc(-c2c(C)n([O-])c(C)c(C)[n+]2=O)cc1,-8,-14,0.9,6,-3,-59,0.7,1.6,0.4
COc1ccc(S(=O)(=O)n2nc(OC(=O)c3ccccc3)cc2N)cc1,3,14,.,3,-1,11,1.5,-4.7,-0.1
Cc1ccc2nc3c(c(C(=O)OCC(=O)NC4CCS(=O)(=O)C4)c2c1)CCCC3 (configuration not stated),-11,-6,-0.078,3,2,-108,0.3,3.0,3.0
Cc1ccc(C(=O)OCc2nc(N)nc(Nc3ccccc3C)n2)cc1,-4,-3,0.24,-1[fluorescence artefact?],-12,17,-0.1,0.7,1.3
COc1ccc(N2CCN(C(=O)CN3CCN(c4nc(-c5ccc(F)cc5)cs4)CC3)CC2)cc1,-12,-17,1,3,1,-27,1.1,-4.7,-0.6
CO/N=C(/CS(=O)(=O)Cc1ccccc1Cl)c1ccc(Cl)cc1Cl,-13,-8,.,-1,4,15,0.4,-2.7,-0.2
O=C(C1=C(O)C(=O)N(c2ncccn2)C1c1ccc(Cl)c(Cl)c1)c1ccco1 (configuration not stated),-16,25,-0.75,4,-6,-72,-0.3,-0.7,1.5
CCOC(=O)CC(=O)CSc1ncc(C(=O)OCC)c(N)n1,-13,-24,0.78,-6,0,8,1.0,0.0,-0.3
O=C(NCCCCCCNC(=O)c1ccc(Br)s1)c1ccc(Br)s1,2,-20,0.94,-2,-2,-21,-0.7,1.8,0.6
COc1ccccc1N1CCN(c2nc3ccccc3nc2C(C#N)C(=O)OC(C)C)CC1 (configuration not stated),-22,-1,-0.26,1,1,0,-0.6,-0.8,-0.1
CC(=O)N1c2ccc3ccccc3c2C(C)CC12CCCCC2 (configuration not stated),-5,-12,0.25,2,-1,20,0.5,3.0,1.0
Cc1ccccc1C(=O)NN1C(=O)CSC1=S,-10,-20,0.17,3,.,15,0.5,1.7,0.1
